Pol beta inh: inhibitors of human DNA polymerase beta; Pol beta primer extension/strand displacement, fluorescence kinetic; Potency, µM (titrated, usually from 114 µM), without a hit: at the top dose activity change, negative = inhibition, most hits filed as inhibitors; 340,000 compounds, 1.3% hits; AID 485314; note: potency is the fitted concentration of half-maximal effect; % is set by controls: 0 for no effect and ±100 for the full control effect
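Curves were derived by four-parameter Hill fits of normalized qHTS data. The kinetic fluorescent primer-extension read was taken at 0 and 10 min after 50 nM substrate, following a 15 min room-temperature preincubation of 10 nM enzyme with compounds.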
Pol kappa inh: DNA polymerase kappa (human) inhibition; AID 588579; Potency, µM (top dose mostly 107 µM), inactives show top-dose activity, negative = inhibition, most hits filed as inhibitors; 400,000 compounds, 0.53% hits; Q9UBT6; purified Pol kappa, fluorescent DNA synthesis assay, 10 min; note: potency is the fitted concentration of half-maximal effect; % is set by controls: 0 for no effect and ±100 for the full control effect
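Kinetic fluorescence screen: compound preincubated 15 min RT with 10 nM enzyme; 50 nM substrate (final) initiates; reads at 0/10 min.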
LDHA block: inhibitors of human lactate dehydrogenase A; 480,000 compounds, 0.15% hits; purified LDHA, NADH/diaphorase-resazurin fluorescence; hits give low values; activity change, % (values are at about 110 or 230 µM); in the data active = activity change below about -30%; inconclusive = mostly about -25% to -30%;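 note: plate controls were DMSO wells for no effect and wells without enzyme for full effect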
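Remaining NADH was detected by diaphorase (0.133 mg/mL) converting 37 µM resazurin to fluorescent resorufin, read at 0 and 20 minutes. The preceding 5-minute room-temperature reaction used 2 nM LDHA, 0.2 mM sodium pyruvate and 0.06 mM NADH at pH 7.4.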
Pol eta inh: inhibitors of human DNA polymerase eta; Q9Y253; recombinant Pol eta, fluorescent DNA replication assay; Potency, µM (highest dose often 114 µM), inactives show top-dose activity change, negative = inhibition, usual class: inhibitors; 390,000 compounds, 1.2% hits; AID 588591; note: potency is the fitted concentration of half-maximal effect; % is set by controls: 0 for no effect and ±100 for the full control effect
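Fluorescent replication assay: 50 nM final substrate added after a 15 min room-temperature compound preincubation with 10 nM enzyme. Signal taken at 0 min and again at 10 min.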
RGS4 inhibitor: blocks human RGS4-accelerated GTP hydrolysis; P49798; Transcreener GDP fluorescence polarization, RGS4-accelerated GTP hydrolysis; Potency, µM (titrated, usually from 114 µM), for the others: top-dose activity change, negative = inhibition, actives largely listed as inhibitors; 390,000 compounds, 0.039% hits; AID 504845; note: potency is the fitted concentration of half-maximal effect; % is set by controls: 0 for no effect and ±100 for the full control effect; nearly all actives have a fitted effect of over 75% in size; some results filed as inactive show a strong effect at the top dose
Target sequence (P49798 whole entry, looked up): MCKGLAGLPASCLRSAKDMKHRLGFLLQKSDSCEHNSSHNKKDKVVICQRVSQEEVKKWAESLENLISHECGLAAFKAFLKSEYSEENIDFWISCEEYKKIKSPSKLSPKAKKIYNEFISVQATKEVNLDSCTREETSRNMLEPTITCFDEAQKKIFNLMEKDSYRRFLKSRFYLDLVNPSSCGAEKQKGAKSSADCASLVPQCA
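MLSMR compounds (23 nl, pin-transferred) preincubated 10 min at room temperature with a 500nM (2x) first reagent, then RGS4 at 900nM (2x) plus Transcreener GDP mix added; fluorescence polarization (620/688 nm) read before and after 90 min at 30 °C.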
ERG Ets-DNA blk: ERG Ets/DNA interaction inhibition; P11308; fluorescence polarization, His-ERG Ets domain / labelled DNA; Potency, µM (doses to about 76.9 µM), for the others: at the top dose FP activity, negative = inhibition, most hits filed as inhibitors; 370,000 compounds, 0.028% hits; AID 624246; active = well fitted inhibition curve with a large enough effect in the polarisation, with a control signal flat; inconclusive = small, poorly fitted or top-dose-only effect, or effect the other way, or a change in a side signal; inactive = no such curve, though single readings can be large or run the other way; the % refers to the polarisation;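 note: polarization taken with two DNA probes labelled with fluorescein and Texas red; potency is the fitted concentration of half-maximal effect; % of control where 0% means no effect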
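His-tagged ERG Ets domain (1 uM in the protein solution; 300mM KCl, 50mM Tris-HCl, 1mM EDTA, 1mM DTT, pH 7.5) received compound, then a probe mix of 5 nM fluorescein-DNA and 100nM Texas-615-DNA. Fluorescence polarization was read for both dyes.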
Anesthetic bind: candidate novel general anesthetic via apoferritin binding. 350,000 compounds, 0.074% hits. Potency, µM (highest dose often 77.5 µM), for the others: top-dose activity change, negative = displacement, actives largely listed as inhibitors. P02791. apoferritin/1-aminoanthracene competitive binding, fluorescence. AID 485281; note: potency is the fitted concentration of half-maximal effect; % is set by controls: 0 for no effect and ±100 for the full control effect; nearly all actives have a fitted effect of over 20% in size
Target sequence (P02791 2-175 limits assumed): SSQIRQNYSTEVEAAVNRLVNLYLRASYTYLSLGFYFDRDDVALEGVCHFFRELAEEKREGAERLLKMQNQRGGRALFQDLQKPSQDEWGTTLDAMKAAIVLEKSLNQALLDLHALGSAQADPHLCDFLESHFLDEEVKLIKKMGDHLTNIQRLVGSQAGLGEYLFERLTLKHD
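Concentration-response curves derived by four-parameter Hill fitting of normalized fluorescence, where compounds displaced 1-AMA from 10 uM horse apoferritin following a brief 10 min room-temperature incubation; propofol titration acted as positive control.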
ALOX12 inh: inhibitors of human 12S-lipoxygenase ALOX12. P18054. purified 12hLO, xylenol orange hydroperoxide absorbance. Potency, µM (doses to about 108 µM), for the others: top-dose activity change, negative = inhibition, hits mostly inhibitors. 580,000 compounds, 1.1% hits; note: potency is the fitted concentration of half-maximal effect; % is set by controls: 0 for no effect and ±100 for the full control effect
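Purified human 12hLO at 150 nM in 25 mM Hepes, 0.01% Triton X-100, pH 7.0, preincubated 15 min at room temperature with compound. Reaction started with 40 uM arachidonic acid, 30 min at room temperature. Hydroperoxide measured by Fe-xylenol orange, 573/405 nm absorbance ratio.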
APE1 inh: blocks human APE1 abasic DNA cleavage. P27695. recombinant APE1, TAMRA/BHQ-2 abasic DNA cleavage fluorescence. Potency, µM (titrated, usually from 65.8 µM), for inactives: at the top dose activity change, negative = inhibition, hits mostly inhibitors. 350,000 compounds, 0.35% hits. AID 2517;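 note: potency is the fitted concentration of half-maximal effect; plate controls were vehicle for no effect and reference inhibitor for full effect; nearly all actives have a fitted effect of over 55% in size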
Target sequence (P27695 whole entry, looked up): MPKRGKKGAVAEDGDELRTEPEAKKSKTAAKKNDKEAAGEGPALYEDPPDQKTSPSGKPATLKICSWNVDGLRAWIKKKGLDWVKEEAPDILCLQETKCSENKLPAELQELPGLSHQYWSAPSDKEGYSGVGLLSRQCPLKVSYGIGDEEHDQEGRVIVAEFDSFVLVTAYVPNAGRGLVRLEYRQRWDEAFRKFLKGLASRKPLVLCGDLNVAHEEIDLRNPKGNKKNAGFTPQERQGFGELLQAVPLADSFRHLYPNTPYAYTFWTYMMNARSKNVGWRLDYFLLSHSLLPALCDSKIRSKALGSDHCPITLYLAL
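Readout is kinetic fluorescence (ex 525, em 598 nm) from cleavage of 50 nM TAMRA/BHQ-2 THF abasic duplex by 0.75 nM APE1, compound added 15 min beforehand at RT.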
* marks the source's active call; other numbers are inactive results; ? = inconclusive; . = no result given; & = joins results of further samples; [ ] = dose if it differs, or a comment. Unless noted, calls come from the whole dose curve; as a rule, active = well fitted curve in the direction sought with a large enough effect; inconclusive = small, poorly fitted or top-dose-only effect, or another doubt; inactive = no such curve, though single readings can be large; an effect the other way counts as inactive or inconclusive. Not all compounds are listed, so the mix of outcomes need not match the whole.

SMILES	Pol beta inh	Pol kappa inh	LDHA block	Pol eta inh	RGS4 inhibitor	ERG Ets-DNA blk	Anesthetic bind	ALOX12 inh	APE1 inh
CCOC(=O)C1CCCN(S(=O)(=O)CCNC(=O)c2ccc(F)cc2)C1 (centres undefined)	.	2%	-4	-21%	12%	-7%	.	-3%	-2%
CN(CC(=O)Nc1ccccc1Cl)C(=O)COC(=O)c1ccc(S(=O)(=O)C(F)F)cc1	.	0%	0	-17%	30%	-6%	.	-1%	16%
CCN(C(=O)CSc1nnc(Cc2ccccc2F)n1N)C1CCS(=O)(=O)C1 (centres undefined)	11%	8%	-1	-14%	-8%	-4%	-11%	1%	12%
CCCCC#Cc1ccc2c(c1)COc1c3ccccc3nn1-2	11%	-5%	1	?	-5%	-3%	-6%	-11%	15%
Cc1ccc2[nH]c(CSc3nnc(NC(=O)c4ccccc4F)s3)cc(=O)c2c1	-19%	-9%[60.1 µM]	0	-5%	-22%	-1%	3%	-27%	.
O=C(Nc1cccnc1)c1ccc([N+](=O)[O-])cc1Cl	-23%	0%[60.1 µM]	-1	-12%	-8%[11.4 µM]	8%	-2%	-4%	5%
CCCSc1nc2sc3c(c2c(=O)[nH]1)CC(C)CC3 (centres undefined)	5%	1%	1	-17%	19%	-5%	-6%	13%	7%
COc1cc(C2C(C(=O)c3cccs3)=C(O)C(=O)N2CCN2CCOCC2)ccc1OCCC(C)C (centres undefined)	.	-4%	-19	-4%	13%	-3%	.	?	.
O=C1Nc2ccc(S(=O)(=O)NCCC3=CCCCC3)c3cccc1c23	-12%	-14%	21	-12%	-13%	0%	5%	0%	11%
CCNc1nc(NC(C)C)nc(Oc2ccc(OCCOc3ccc(C)cc3)nn2)n1	16%	-8%	3	-10%	-13%	-17%	?	4%	5%
O=C(Nc1ccc(F)cc1)c1cccc2ccccc12	0%	1%	-2	-14%	0%	-2%	-10%	0%	-12%
CNC(=S)N1N=C(c2cccs2)CC1c1ccc(OC)cc1 (centres undefined)	7%	-20%	-3	-7%	-25%	-1%	142%[activator]	-4%	21%
O=[N+]([O-])c1ccccc1/C=C/CN1CCCCC1	72%	1%	-3	-2%	24%	8%	-14%	1%	-2%
NC(=O)c1cc2cc(Br)ccc2oc1=NCc1ccccc1	36%	-5%	-2	-14%	-15%	1%	-13%	-13%	12%
COc1ccc(Cl)cc1NS(=O)(=O)c1c(C)[nH]c(=O)[nH]c1=O	-1%&4%	0%&-4%	-6&-5	-8%&5%	10%&-2%	6%&11%	?	9%&13%	24%
COc1ccc(C(C(=O)NCC2CCCO2)N(C(=O)c2snc(C(N)=O)c2N)c2ccccc2C)cc1OC (centres undefined)	9%	2%	-11	-10%	20%	-9%	-6%	-23%	2%[12.4 µM]
COc1ccc(/C=C2/C(=N)N3C(=NC2=O)Sc2cc(S(C)(=O)=O)ccc23)cc1OC	2%	-5%	-11	-11%	-27%	5%	-7%	.	-4%
CCNC(=S)N(Cc1cccs1)Cc1cc2cc(OCC)ccc2[nH]c1=O	-3%	-18%	1	-7%	-31%	-4%	1%	-19%	-3%
CN1CCN(S(=O)(=O)c2ccc(N3CCN(C(c4ccccc4)c4ccccc4)CC3)nc2)CC1	5%	-10%	-5	-25%	-11%	-20%	-6%	-28%	5%
COc1ccccc1N1CCN(CC(=O)c2c[nH]c3ccccc23)CC1	7%	0%	1	-8%	-15%	-3%	-6%	9%	2%
CC1=C(C#N)C(/C=N/OCc2ccc(Cl)cc2)CC(=O)N1 (centres undefined)	-1%	-2%	-4	-22%	8%	-1%	?	-21%	-2%
O=C(O)C1CN(C(=O)c2cccc(Br)c2)C1	57%	-1%	-5	-4%	15%	-3%	-2%	3%	7%
Cn1c(Oc2ccc(F)cc2)nc2c1c(=O)n(Cc1ccccc1Cl)c(=O)n2C	0%	-28%	-1	-18%	0%	0%	-15%	-10%	.
O=C(CCc1ccccc1)Nc1ccc(F)cc1F	?	-1%	-1	-4%	3%	.	?	-4%	-2%
O=C(CN(c1cccc(C(F)(F)F)c1)S(=O)(=O)c1ccc(Cl)c([N+](=O)[O-])c1)NCc1ccccc1Cl	24%	-29%	-3	-10%	13%	8%	-4%	1%	?
CC1=C(C(=O)Nc2cc(C(=O)N(C)Cc3ccccc3)ccc2C)SCCO1	2%	-14%	-11	-17%	-4%[56.9 µM]	-5%	-10%	8%	-4%
COc1ccc(-c2nc(NC(=O)c3c(C)noc3C)sc2C)cc1	.	-5%	-1	-34%	-13%	1%	.	-15%	-9%
CCOC(=O)C1=C(C)Nc2ccccc2N=C1NC(=O)CCCN1C(=O)c2ccccc2C1=O	4%	0%	-2	-14%	1%[11.4 µM]	-19%	-7%	0%	0%
COc1ccc(NC(=O)COC(=O)c2cc(S(=O)(=O)N3CCCC3)ccc2O)cc1	.	2%	-9	-19%	5%	5%	.	?	17%
Cc1sc2ncnc(N3CCN(Cc4ccccc4)CC3)c2c1-c1ccccc1	-1%	?	-16	-23%	-11%	-5%	2%	-26%	-9%
Cc1ccc(Cn2c(Sc3nnc(C)s3)nc3c2c(=O)[nH]c(=O)n3C)cc1	8%	11%	2	-3%	-2%	5%	-10%	16%	-8%
Nc1nonc1-n1nnc(C(=O)N/N=C/c2ccccc2F)c1-c1cccs1	-26%	-3%	-1	-24%	-12%	-15%	5%	-12%	2%
Cc1c(NC(=O)c2ccc(Cl)nc2)cccc1-c1nc2cccnc2s1	10%	-1%	-3	-18%	-22%[56.9 µM]	10%	-16%	1%	6%
CC(C)n1cc(C(=O)N2CCCC(Nc3ccc(F)c(F)c3)C2)cn1 (centres undefined)	40%	-14%	8	-7%	13%	0%	-3%	-2%	-1%
CCOc1ccc(N(CC(=O)NCc2ccc(OC)cc2)S(=O)(=O)c2c(C)[nH]c(=O)[nH]c2=O)cc1	9%&-1%	-20%&-2%	-4&1	6%&2%	2%&6%	-3%&-15%	6%&8%	15%&-15%	-7%
O=c1cc2n(c(=O)[nH]1)CCC1=C2CCCC1	0%	-7%	7	19%	58%[activator]	4%	-12%	0%[57.4 µM]	2%
Cc1ccc(/C=N/NC(=O)CCSc2ccccc2)cc1	12%	-6%	-11	-26%	-11%	4%	?	-16%	11%
O=C(O)c1ccc(N/N=C/c2ccnc3ccccc23)cc1	?	-14%	-37*	-18%	-5%[56.9 µM]	17%	2%	13%	-10%
CCOC(=O)C1=C(C)NC(C)=C(C(=O)OCC)C1C1=COCCO1	11%	-3%	-9	4%	-6%	5%	-7%	-15%	0%
Cc1ccc(C(=O)CC2(O)C(=O)N(CCc3ccccc3)c3ccc(Br)cc32)cc1 (centres undefined)	0%	0%	2	-22%	-14%	-1%	-6%	-25%	.
Cn1nc(C(=O)Nc2nc3ccc(S(C)(=O)=O)cc3s2)ccc1=O	39%	-6%	-6	-19%	6%	-1%	-7%	0%	-1%
CC(C)c1ccccc1NC(=O)Nc1ccc(F)cc1F	14%	14%	2	-17%	-9%	13%	-6%	2%	16%
COc1ccc(C2CC(c3ccccc3)Oc3ccc(C(C)(C)C)cc32)cc1 (centres undefined)	.	0%&7%	.	.	-9%&-3%	.	56%&46%[activator]	.	0%&-1%
CSc1ccc(C(=O)C2CCCN(Cc3cccn3-c3cccnc3)C2)cc1 (centres undefined)	0%	-6%	-2	-24%	-7%	10%	-18%	-5%	?
CCc1ccc(CNCc2c(C(=O)O)n(Cc3ccc(C)cc3)c3cc(C)ccc23)cc1	3%	-24%	-1	-19%	4%	2%	-3%	?	.
N#CC1(NC(=O)CSc2nnc(COc3ccccc3F)n2N)CCCCC1	.	-18%	-7	2%	-5%	-6%	.	-3%	-6%
CC(C)(C)N(Cc1ccccc1)C(=O)CSc1ncn[nH]1	4%	3%	-3	-14%	-10%	1%	-5%	-2%	52%[activator]
N#Cc1c(N)n(CCOC(=O)c2ccc(Cl)cc2)c2nc3ccccc3nc12	-27%	-22%	0	11%	10%	3%	88%[activator]	1%	-6%
CC1(C)Cc2c(sc3nnn(Cc4ccc(Cl)cc4)c(=O)c23)CO1	-1%	-10%	5	-25%	-5%	8%	-8%	1%	20%
Cc1cc(NC(=O)/C=C/c2ccccc2)no1	-1%	-3%	-2	-9%	-4%	.	-14%	7%	6%
O=C(/C=C/c1ccco1)Nc1ccc(CN2CCOCC2)cc1	9%	1%	-1	-11%	-11%	10%	-5%	59%[activator]	?
O=c1c2ccccc2nc(COc2ccccc2)n1/N=C/c1cc([N+](=O)[O-])ccc1O	1%	3%	-9	-7%	-4%	-5%	-13%	-20%	3%
O=S(=O)(c1ccc(-c2ccon2)s1)N1CCN(CCN2CCOCC2)CC1	3%	-7%	2	-19%	-30%	26%	-4%	13%	-7%
CC(C)(C)C(=O)Nc1nc(-c2ccc3c(c2)OCO3)cs1	6%	-5%	2	-19%	-22%	-2%	?	-2%	1%

Compound activity as filed in PubChem.
